Compound activity deposited in PubChem BioAssay by National Center for Advancing Translational Sciences (NCATS).
TDP1 cell noCPT – qHTS for Inhibitors of human tyrosyl-DNA phosphodiesterase 1 (TDP1): qHTS in cells in absence of CPT; AID 686978, 2013; DT40 Tdp1-/- hTDP1 cells, no CPT, ATP luminescence, 48 h; Potency, µM (highest dose often 46.2 µM), for inactives: top-dose activity change, negative = growth inhibition, hits mostly inhibitors; 15% of 420,000 active; note: nearly all actives have a fitted effect of over 55% in size
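Camptothecin absent (DMSO only). Human TDP1-complemented DT40 knockout cells, 400 cells/well, 37 °C for minimum 48 hr; ATP measured via CellTiter-Glo, 30 min dark incubation, luminescence.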
TDP1 inh – inhibitors of human tyrosyl-DNA phosphodiesterase TDP1; Potency, µM (top dose mostly 130 µM), inactives show at the highest dose activity change, negative = inhibition, most hits filed as inhibitors; recombinant TDP1, AlphaScreen DNA substrate cleavage; AID 485290; 0.28% of 350,000 active; note: nearly all actives have a fitted effect of over 40% in size
Target sequence (Q9NUW8 whole entry, looked up): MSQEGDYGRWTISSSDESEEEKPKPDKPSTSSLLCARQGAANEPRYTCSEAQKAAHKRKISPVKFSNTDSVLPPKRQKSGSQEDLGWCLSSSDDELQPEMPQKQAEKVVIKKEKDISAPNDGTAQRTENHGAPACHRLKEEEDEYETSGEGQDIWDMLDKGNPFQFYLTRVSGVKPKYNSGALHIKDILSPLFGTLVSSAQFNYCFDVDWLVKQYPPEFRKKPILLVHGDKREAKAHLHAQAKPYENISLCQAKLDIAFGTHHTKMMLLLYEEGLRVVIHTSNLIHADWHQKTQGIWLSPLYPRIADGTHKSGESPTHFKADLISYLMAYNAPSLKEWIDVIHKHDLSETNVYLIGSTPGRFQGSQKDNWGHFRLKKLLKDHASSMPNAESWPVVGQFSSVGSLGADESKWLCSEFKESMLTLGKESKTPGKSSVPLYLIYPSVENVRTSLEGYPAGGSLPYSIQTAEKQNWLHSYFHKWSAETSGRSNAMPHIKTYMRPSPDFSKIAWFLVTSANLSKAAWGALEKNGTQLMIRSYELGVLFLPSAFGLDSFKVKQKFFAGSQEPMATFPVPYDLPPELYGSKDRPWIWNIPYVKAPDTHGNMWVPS
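E. coli-derived human Tdp1, 1 nM final. Cpd preinc 15 min RT; substrate 15 nM final, 5 min RT; AS bead mix 10 ug/ml final, 10 min RT. Signal loss = tyrosine-FITC cleavage. No-enzyme wells = max signal.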
TDP1 cell CPT – growth inhibition of DT40 Tdp1-/-;hTDP1 cells with camptothecin (screen for TDP1 inhibitors); chicken DT40 Tdp1-/-;hTDP1 cells + 20 nM CPT, ATP luminescence, 48 h; Potency, µM (series often up to 46.2 µM), without a hit: at the highest dose activity change, negative = growth inhibition, actives largely listed as inhibitors; 12% of 420,000 active; AID 686979; note: nearly all actives have a fitted effect of over 55% in size
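Chicken DT40 Tdp1-/- cells stably complemented with human TDP1 were seeded at 400 cells/well in medium containing 20 nM camptothecin, exposed to pin-transferred compounds, and grown at 37 °C for at least 48 hr. Viability was read as ATP luminescence.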
Numbers without * were called inactive; ? = inconclusive; / = not tested or not shown; & = joins results of further samples; [ ] = remark or other dose. Calls come from the whole dose curve; as a rule, active = well fitted curve in the direction sought with a large enough effect; inconclusive = small, poorly fitted or top-dose-only effect, or another doubt; inactive = no such curve, though single readings can be large; an effect the other way counts as inactive or inconclusive. % is set by controls: 0 for no effect and ±100 for the full control effect; potency is the fitted concentration of half-maximal effect.

smiles,TDP1 cell noCPT,TDP1 inh,TDP1 cell CPT
COc1cc(OC)c(C(=O)Nc2ccc3ccccc3c2)cc1OC,?,5%,?
Cc1n[nH]c(C)c1S(=O)(=O)N1CCN(S(=O)(=O)c2ccccc2C#N)CC1,3%,0%[56.1 µM],1%
O=C(NC(=S)Nc1ccccc1Br)c1cccnc1,?,/,1%
O=C(N/N=C/c1ccc(OC(=O)c2cccs2)cc1)c1cccc(F)c1,21µM*,-14%,23µM*
CN1CCN(C(=O)c2cc3nc(-c4ccco4)cc(C(F)(F)F)n3n2)CC1,-26%,6%,9%
Cc1ccc(S(=O)(=O)N[C@H](C(=O)OCC(=O)NC(=O)C2CCCCC2)C(C)C)cc1,-2%,-1%,2%
Cc1onc(-c2c(Cl)cccc2Cl)c1C(=O)Nc1ccc(N2CCOCC2)cc1,2%,6%,7%
C[C@H]1CN([C@@H](C)CO)C(=O)CCCn2cc(nn2)CO[C@@H]1CN(C)C(=O)Nc1ccc(N2CCN(C)CC2)cc1,-6%,/,-5%
COc1ccc(/C=C/C(=O)OCC(=O)N2c3ccccc3CC2C)c(OC)c1 (configuration not stated),18µM*,/,?
C[C@H](CO)N1C[C@H](C)[C@@H](CN(C)Cc2cncnc2)Oc2cc(Br)ccc2S1(=O)=O,?,/,?
O=C(Nc1ccc2c(c1)ncn2C1CCCCC1)c1ccco1,?,12%,-13%
CC1=C(C(=O)OCCOC(C)C)C(c2cccc3ccccc23)NC(=O)N1 (configuration not stated),?,/,?
CCOc1ccc(C(=O)OCC(=O)N2CCCC2)cc1OCC,-12%,4%[0.0935 µM],16%
CCC/C(O)=C1\C(=O)CC(c2ccccc2)CC1=NCCc1c(C)[nH]c2ccc(C)cc12 (configuration not stated),?,-4%,18µM*
O=c1c2ccccc2oc2cc(NCCCN3CCOCC3)ccc12,?,/,?
CN(C(=O)COC(=O)c1ccc(F)c(S(=O)(=O)N2CCOCC2)c1)C1CCS(=O)(=O)C1 (configuration not stated),1%,5%,-5%
N#CCC(=N)N1CCN(c2ccc(F)cc2)CC1,-20%,8%,-24%
COc1ccc(Nc2cc(C)c3c(O)cccc3n2)cc1,10µM*,/,21µM*
CCOC(=O)NC(=S)Nc1cccc(NC(=S)NC(=O)OCC)c1,0%,/,-5%
Cc1nc(N2CCCCC2)sc1C(=O)c1cccc([N+](=O)[O-])c1,?,11%,?
Cc1ccc(CNC(=O)Cn2cnc(C(=O)Nc3ccc(C)c(C)c3)n2)o1,-27%,-19%[56.1 µM],-18%
O=C(NCC1CCCO1)c1ccc(-c2ccccc2Cl)o1 (configuration not stated),-23%,1%,-31%
OC[C@@H]1CN(Cc2ccccc2)C[C@H](n2cnc3c(N4CCN(c5ccccc5)CC4)ncnc32)O1,?,/,?
CCOc1ccccc1NC(=O)C(=O)/C=C(\O)c1cc(OC)ccc1OC,5.2µM*,5%,5.8µM*
Cc1cccc(N/C=C/C(=O)c2ccc(Cl)cc2)c1,13%,/,-5%
COC(=O)CCCNC(=O)CCc1nnc(-c2ccc(-c3ccccc3)cc2)o1,-13%,/,-2%
CCOc1ccc(S(=O)(=O)NC(C)C(=O)NCc2ccncc2)cc1 (configuration not stated),-19%,/,-6%
Cc1c(C(=O)N(C)C)sc(NC(=O)c2cc([N+](=O)[O-])cc([N+](=O)[O-])c2)c1C#N,-19%,1%,-6%
CCn1c2c(c(=O)n3ncc(C(=O)Nc4cc(Cl)ccc4C)c13)CN(Cc1ccc(OC)cc1)CC2,21µM*,2%,?
CC(=O)Nc1ccccc1-c1ccc(C)o1,0%,-2%,-9%
OC(CNCc1ccc(F)cc1)(c1ccccc1)c1ccc(F)cc1 (configuration not stated),?,6%,?
Cc1ccccc1/C=C\c1nc(O)c([N+](=O)[O-])c(=O)[nH]1,2%,/,2%
Cc1noc(C)c1-c1cc(N(C)C)ncn1,23µM*,10%[56.1 µM],?
Cc1ccccc1-c1nnn(CC(=O)NC(=O)NC2CCCC2)n1,-10%,-6%,-5%
CC1(C(=O)NS(=O)(=O)c2ccc(C#N)cc2)CCN1C(=O)CCC1CCCC1 (configuration not stated),3%,/,-21%
COc1cc2ccccc2cc1C(=O)N1CC(C)CC(C)C1 (configuration not stated),?,4%,?
C=CC[C@H](CC(=O)N[C@H](CO)Cc1ccccc1)C(=O)N[C@H](COC(=O)[C@@H](CC=C)Cc1ccc(F)cc1)Cc1c[nH]c2ccccc12,-10%,/,-2%
CCOc1ccc(/C=N/NC(=O)c2ccoc2C)cc1OC,-23%,2%,-1%
CC(=O)Nc1ccc(S(=O)(=O)Nc2ccccc2C(=O)N2CCCCCC2)cc1,17%,/,-2%
Cc1cc(C)cc(C(=O)N2CCN=C2SCc2ccc([N+](=O)[O-])cc2)c1,-41%,2%,-20%
CCc1ccc(NC(=O)NCC2CCN(c3ccc(OC)cc3)C2)cc1 (configuration not stated),-23%,2%,9.2µM*
CCCc1nc2oc3c(NCc4ccccn4)ncnc3c2c2c1COC(C)(C)C2,15µM*,5%,15µM*
COc1cc(CO)cc(Br)c1OCC(=O)O,1%,2%,9%
CC(Sc1ccccc1)C(=O)N1CCN(S(=O)(=O)c2ccccc2F)CC1 (configuration not stated),-15%,3%,-12%
O=C(COC(=O)c1ccccc1O)NCC1COc2ccccc2O1 (configuration not stated),?,-3%[56.1 µM],-8%
COC(=O)C1=C(C)N(c2ccc(OC)c(OC)c2)C(=O)C1,-19%,5%,-24%
O=C(CSc1nc2c(cnn2-c2ccc(F)cc2)c(=O)[nH]1)N1CCCc2ccccc21,-18%,-3%,-16%
CCNC(=O)OCC12CC3CC(CC(C3)C1)C2,?,-4%,-19%
CC[C@@H](C)[C@H](NC(=O)Cc1c(C)c2c(cc(C)c3c(C)coc32)oc1=O)C(=O)O,-12%,/,1%
CC(C)CN(CC(C)C)C(=O)CN1C(=O)NC2(CCCc3ccccc32)C1=O (configuration not stated),-27%,/,-11%
CC(C)c1ccc(NC(=O)CCNC(=O)N2CC(=O)Nc3ccccc32)cc1,5%,5%,-6%
Fc1ccccc1/C=N/Nc1nc(N2CCCCC2)nc(N2CCCCC2)n1,?,-4%,-15%
COc1cc(/C=C/c2onc(C)c2[N+](=O)[O-])cc(OC)c1OC,-21%,/,7%
COC(=O)c1c(C)sc(-c2c(-c3cccc(Cl)c3)[nH]c3c2c(=O)[nH]c(=O)n3C)c1O,?,3%,?
CCOC1=C2[C@@H](CN(S(=O)(=O)c3ccc(C)cc3)[C@H]2c2ccccc2F)[C@H]2C(=O)N(CC)C(=O)[C@H]2C1,?,/,?
COC(=O)C1CCCCN1Cc1ccc2c(c1)CN(C(=O)c1ccc(C)s1)CCO2 (configuration not stated),-25%,/,3%[9.04 µM]
Cc1ccc(S(=O)(=O)N2CCn3cccc3C2C)cc1 (configuration not stated),-25%,9%,-5%
CCCCN(C(=O)CN1C(=O)C2CCCCC2C1=O)c1c(N)n(CCCC)c(=O)[nH]c1=O (configuration not stated),-5%,1%[0.505 µM],5%
CCOC(=O)C1(Cc2cccc(OC)c2)CCCN(C(=O)c2cc(C)oc2C)C1 (configuration not stated),13µM*,8%,21µM*
N#Cc1ccc(Oc2ccc(-c3cnc4ccccc4n3)cc2)cc1C#N,?,0%,?

Structural class: the entries above containing bromine.
smiles,TDP1 cell noCPT,TDP1 inh,TDP1 cell CPT
O=C(NC(=S)Nc1ccccc1Br)c1cccnc1,?,/,1%
C[C@H](CO)N1C[C@H](C)[C@@H](CN(C)Cc2cncnc2)Oc2cc(Br)ccc2S1(=O)=O,?,/,?
COc1cc(CO)cc(Br)c1OCC(=O)O,1%,2%,9%

Entries above with an aryl thioether with sulfur outside any ring:
smiles,TDP1 cell noCPT,TDP1 inh,TDP1 cell CPT
CC(Sc1ccccc1)C(=O)N1CCN(S(=O)(=O)c2ccccc2F)CC1 (configuration not stated),-15%,3%,-12%
O=C(CSc1nc2c(cnn2-c2ccc(F)cc2)c(=O)[nH]1)N1CCCc2ccccc21,-18%,-3%,-16%

The results go on:
smiles,TDP1 cell noCPT,TDP1 inh,TDP1 cell CPT
CCOC(=O)C1CCCN(c2c(NCCc3ccc(S(N)(=O)=O)cc3)c(=O)c2=O)C1 (configuration not stated),-6%,2%,2%
Clc1ccc(CNCC2CCCO2)cc1 (configuration not stated),1%,/,1%
COC(=O)C1=C(C)N(Cc2ccccc2)C(=NCc2cc(OC)c(OC)c(OC)c2)N[C@H]1c1ccccc1,15µM*,/,21µM*
CN(C)S(=O)(=O)c1ccc(C(=O)OCC(=O)Nc2ccc3c(c2)OCO3)cc1,1%,1%,-6%
CCOC(=O)CSc1nc2ccccc2c(=O)n1CCN1CCOCC1,-7%,0%,-16%
COc1ccccc1CNC(=O)c1ccc(CS(=O)(=O)c2ccccc2C)o1,?,0%&-7%,?
Cc1ccc(Cc2nc3ccccc3nc2SCC(=O)Nc2cccc(C(F)(F)F)c2)cc1,?,0%,?
CN(Cc1ccc(Br)cc1)C(=O)CCN1C(=O)c2cccc([N+](=O)[O-])c2C1=O,-7%,19%,4%
Cc1cccc(C)c1Nc1nnc(SCC(=O)NC(=O)c2cccn2C)s1,0%,5%,4%
O=C(O)CONC(=O)c1cc(OCC(F)(F)F)ccc1OCC(F)(F)F,-4%,-2%,-2%
CC(C)N(CCn1cnc2c([nH]c3ccccc32)c1=O)C(C)C,20%,4%,-13%
CCN(CC)c1ccc(NC(=O)CSc2nc(C)cc(=O)[nH]2)cc1,-23%,1%,-17%
Cc1cccc(-c2noc(Cc3ccc(Cl)cc3)n2)c1,-51%,/,?
CC(CCc1ccc(O)cc1)NCC(O)c1ccc(O)cc1 (configuration not stated),7%,6%,9%
Cc1ccnc(NC(=O)C2CCCN(c3ncnc4c3nc3n4CCCCC3)C2)c1 (configuration not stated),?,2%,-10%
CSc1nc(NCc2ccco2)c2sc3nc(C(C)C)c4c(c3c2n1)CC(C)(C)OC4,-22%,4%,-11%
CCOC(=O)c1c(NC(=O)CSc2nnc(CN3CCOCC3)n2C)sc2c1CCCC2,?,3%,-28%
c1cc(CNC23CC4CC(CC(C4)C2)C3)ccn1,-4%,-3%,-6%
O=C(CN1C(=O)NC2(CCOc3ccccc32)C1=O)Nc1cccc([N+](=O)[O-])c1 (configuration not stated),21µM*,1%,?
Cc1noc(C)c1C(=O)N(C)C[C@@H]1OCc2ccccc2-c2c(n(C)c3ccccc23)C(=O)N([C@H](C)CO)C[C@H]1C,18µM*,/,?
NC(=O)c1ccsc1NC(=O)CCc1ccccc1,?,/,?
O=C(Nc1ccc(NC(=O)C2CC2)cc1)c1cccs1,-10%,2%[56.1 µM],-25%
O=C(NNC(=O)c1cnccn1)c1ccc(Cl)c(Cl)c1,3.7µM*,3%,7.3µM*
Nc1ccc2c(c1)C(=O)N(CCCCCC(=O)O)C2,0%,-2%,-2%
COc1ccc(NC(=O)N(C)C[C@H]2OCc3cnnn3CCCC(=O)N([C@H](C)CO)C[C@@H]2C)cc1,-20%,/,-3%
Cc1ccc(Oc2ncccc2NC(=O)CC(CC(=O)O)c2ccccc2)c2c1CCC2 (configuration not stated),-5%,-2%,-5%
COc1cccc(CCNC(=O)C2CCC(=O)N(Cc3cccc(OC)c3)C2)c1 (configuration not stated),-2%,1%,-12%
Cc1cc2oc(=O)cc(CN3CCN(S(=O)(=O)c4ccc5c(c4)OCCO5)CC3)c2cc1C,?,6%,?
Cc1cc(=O)oc2cc(NC(=O)CCCC(=O)O)ccc12,2%,6%,2%
CS(=O)(=O)N1CCN(c2ccccc2NC(=S)NC(=O)c2cccs2)CC1,?,6%,?
O=C(COc1ccccc1)NC(=S)Nc1ccc(Br)cn1,-2%,-6%,-1%
CC(C)(CSc1nncn1/N=C/c1ccco1)NS(=O)(=O)c1ccc(Cl)cc1,-25%,2%,-12%
COc1ncccc1C(=O)NC1CCCc2c1cnn2-c1ccc(C)c(C)c1 (configuration not stated),16µM*,3%,16µM*
